Assay outcomes from PubChem.
PPC-1+TRAIL kill – kills PPC-1 cancer cells in the presence of TRAIL; AID 1443; hit rate 0.41% among 220,000; PPC-1 cells + TRAIL, ATPLite viability luminescence; cell killing (% activity), % at 4 µM;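 active means cell killing above 50% in the first pass at 4 µM, then a duplicate retest at 5 µM averaging 50% or more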;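 further: plate controls were cells with TRAIL plus DMSO for no effect and medium-only wells lacking cells for full effect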
Mdm2 ligase inh – Mdm2 E3 ligase (human) inhibition. Q00987. cell-based MDM2 ubiquitination luciferase reporter, 2 h; 0 = plate control, 100 = twice control, blank-subtracted. signal enhancement, % at 5 µM. hit rate 0.11% among 210,000. AID 1230;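 active means signal enhancement of 30% or more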;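 further: luminescence tracks abundance of the self-degrading MDM2-luciferase fusion protein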
Target sequence (Q00987 whole entry, looked up, the tested form may be a part): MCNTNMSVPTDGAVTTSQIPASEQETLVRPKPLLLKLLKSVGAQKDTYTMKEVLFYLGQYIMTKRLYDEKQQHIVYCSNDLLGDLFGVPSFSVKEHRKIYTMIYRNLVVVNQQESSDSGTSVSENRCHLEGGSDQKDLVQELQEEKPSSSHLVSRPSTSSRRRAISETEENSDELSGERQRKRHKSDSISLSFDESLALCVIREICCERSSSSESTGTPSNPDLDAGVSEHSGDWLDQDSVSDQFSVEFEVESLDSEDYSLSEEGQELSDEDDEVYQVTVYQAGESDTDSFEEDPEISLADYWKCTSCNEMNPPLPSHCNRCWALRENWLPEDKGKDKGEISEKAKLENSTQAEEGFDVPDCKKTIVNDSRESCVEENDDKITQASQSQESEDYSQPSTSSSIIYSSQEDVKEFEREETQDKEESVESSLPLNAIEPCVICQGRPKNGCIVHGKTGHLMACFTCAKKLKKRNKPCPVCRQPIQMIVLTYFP
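Test system: stable mammalian line carrying autodegrading MDM2–luciferase fusion reporter; quantity: 2000 cells in each well; times: 4 h cell settling then 2 h compound exposure, 37 °C; detection: luminescence with SteadyLite reagent, 15 min at room temperature; evaluation: percent signal gain over controls, blank-subtracted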
TNF necrop inh – TNF-alpha cell death inhibition in Jurkat FADD-/- cells. activation (protection from cell death), % at 10 µM. AID 463075. Jurkat FADD-/- TNF necroptosis rescue, ATP luminescence, 24 h; 0 = TNF only, 100 = no-TNF cells. hit rate 0.068% among 220,000;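 active means activation, meaning protection from cell death, of at least 50% relative to plate controls; inactive means activation below 50%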;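 further: necroptosis triggered by 40 ng/mL TNF-alpha added together with compound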
NCF1 inh – inhibitors of human p47phox binding; AID 1274; inhibition, % at 24.7 µM; p47phox/p22phox peptide binding, fluorescence polarization, 2 h; P14598; hit rate 0.53% among 220,000;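 active means inhibition above about 30%, limit read from the data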;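 further: 0% = p47phox with labelled peptide and 100% = labelled peptide alone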
Target sequence (P14598 whole entry, looked up): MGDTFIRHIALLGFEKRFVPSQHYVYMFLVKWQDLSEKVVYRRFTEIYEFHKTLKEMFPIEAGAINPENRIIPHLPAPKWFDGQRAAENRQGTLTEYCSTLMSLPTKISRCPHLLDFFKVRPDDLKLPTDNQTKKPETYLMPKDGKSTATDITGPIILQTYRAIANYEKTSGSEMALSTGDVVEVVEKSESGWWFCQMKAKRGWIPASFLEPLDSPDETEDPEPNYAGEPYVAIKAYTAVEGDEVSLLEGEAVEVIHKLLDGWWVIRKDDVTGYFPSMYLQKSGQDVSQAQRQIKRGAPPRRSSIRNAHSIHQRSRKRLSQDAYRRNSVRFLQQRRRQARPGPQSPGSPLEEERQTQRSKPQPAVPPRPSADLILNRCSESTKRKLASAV
EBV gp42 block – EBV gp42 inhibition; Fluorescence polarization binding assay, mP read-out; inhibition, % (tested at 21.74 µM); Q1HVG2; hit rate 0.42% among 220,000; in the data active means inhibition above about 50%
Target sequence (Q1HVG2 whole entry, looked up): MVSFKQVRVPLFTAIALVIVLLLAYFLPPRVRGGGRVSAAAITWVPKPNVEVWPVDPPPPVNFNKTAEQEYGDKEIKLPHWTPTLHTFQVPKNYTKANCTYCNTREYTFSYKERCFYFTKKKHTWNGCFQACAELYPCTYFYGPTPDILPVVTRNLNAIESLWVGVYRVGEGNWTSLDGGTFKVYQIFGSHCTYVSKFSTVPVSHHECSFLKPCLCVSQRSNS
Runt-SMMHC FRET – blocks binding of human RUNX1 Runt domain to CBFb-SMMHC; Cerulean-Runt/Venus-CBFb-SMMHC FRET ratio 530/480, 1 h; inhibition, % at 20 µM; hit rate 0.74% among 220,000; AID 1434;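 active means mean inhibition across duplicate retests at 20 µM reaching about 50%, limit read from the data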;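 further: 0% = DMSO wells and 100% = wells with excess untagged CBFb-SMMHC; inhibitors lower the FRET ratio by blocking Runt binding to CBFb-SMMHC; some results filed as inactive read as strong as hits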
CHOP inhibitor – inhibitors of CHOP induction in ER stress response. inhibition, % at 10 µM. CHO-K1 CHOP-promoter luciferase, tunicamycin-induced, 15-18 h. hit rate 3.8% among 220,000;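 active means compounds that reduced the stress-induced luciferase reporter signal by more than about 70% of percent inhibition, limit read from the data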;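 further: 0% = tunicamycin plus vehicle and 100% = wells without tunicamycin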
zfTRPN1 agonist – activates the zebrafish TRPN1 channel; hit rate 0.18% among 220,000; activation, % at 3 µM; HEK293 zebrafish TRPN1-YFP, Fluo-8 calcium fluorescence; 100% = response to 87 µM carbachol;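 active means activation above its plate's cutoff, the mean activation of test wells on that plate plus 3 SD, cut at about 19% in these data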;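 further: 0% = DMSO alone and 100% = 87 µM carbachol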
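Material: zebrafish TRPN1-YFP in HEK293 cells; Doses: single test compound dose, 3 µM nominal, 0.3% DMSO; Timing: dye loading 1 h at 37 °C, then 30 min room temperature; Technique: intracellular calcium fluorescence with Fluo-8; Benchmarks: high carbachol 87 µM, low DMSO alone.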
TRPML3 ag – human mucolipin-3 channel agonism; Q8TDD5; HEK293 TRPML3-YFP, Fluo-8 calcium fluorescence; 100% = the carbachol control signal; activation, % at 3 µM; hit rate 0.29% among 220,000; AID 1448;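 active means activation above its plate's cutoff, the mean activation of the plate's test wells plus 3 SD, cut at about 12% in these data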;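 further: 0% = DMSO only wells and 100% = carbachol wells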
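Test system: TRPML3-YFP stable HEK293 cells. Doses: single point at 3 µM. Incubation: dye loading 1 h 37 °C then 30 min ambient, 125 s read. Signal: Fluo-8 calcium dye fluorescence, ex 470-495, em 515-575 nm. Measure: percent activation from peak-to-basal fluorescence ratio, scaled between DMSO and carbachol.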
An asterisk follows results filed as active; . = not tested or not shown; & = joins results of further samples.

No. | SMILES | CHOP inhibitor | EBV gp42 block | PPC-1+TRAIL kill | Mdm2 ligase inh | Runt-SMMHC FRET | TRPML3 ag | zfTRPN1 agonist | NCF1 inh | TNF necrop inh
1 | CC(=O)N1CCN(Cc2nc3scc(-c4ccccc4)c3c(=O)[nH]2)CC1 | 8.0 | -10.4 | 25.9 | -7.1 | -1.5 | 0.8 | -0.7 | -5.2 | -1.6
2 | c1ccc(CSc2ncnc3c2cnn3Cc2ccccc2)cc1 | 15.9 | -2.9 | -2.1 | -5.5 | -4.2 | 0.2 | -0.7 | -8.1 | 0.3
3 | COc1ccc(CSc2nnc(C)n2N)cc1 | 12.0 | -9.6 | -8.3 | -3.3 | -0.9 | 0.6 | -1.0 | -17.8 | -0.9
4 | O=C1CCCC/C1=C\Nc1ccc(S(=O)(=O)Nc2cnc3ccccc3n2)cc1 | 7.5 | 35.0 | -1.5 | -6.0 | -5.6 | 1.3 | 3.8 | -37.5 | -1.1
5 | CN(C)S(=O)(=O)Oc1ccsc1C(=O)Nc1ccc(Cl)c(Cl)c1 | 64.9 | 3.0 | 9.1 | -0.4 | -8.4 | -0.7 | 0.3 | -17.8 | -1.0
6 | Cc1ccc(CN(C(=O)c2c(F)cccc2F)C2CC(C)(C)NC(C)(C)C2)o1 | 34.4 | -24.3 | -1.7 | -6.7 | -3.4 | 0.1 | -0.9 | -18.6 | 1.0
7 | CN1C(=O)c2ccccc2OC1(C)Cc1ccccc1 (centres undefined) | -34.1 | -10.2 | 15.3 | -3.5 | 5.3 | 0.9 | -1.3 | 8.7 | 1.8
8 | COCC(C)NC(=O)c1ccc(N(C)C)cc1 (centres undefined) | 22.0 | -11.8 | 11.2 | 2.2 | 4.9 | 1.2 | -0.3 | -3.9 | -0.8
9 | COCCNC(=O)c1ccc2c(=O)n(Cc3ccco3)c(SCC(=O)NC3CCCC3)nc2c1 | 45.7 | -11.2 | 16.9 | -10.8 | -5.8 | 1.0 | 0.5 | -10.2 | 1.7
10 | Cc1ccc2cccc(OC(=O)/C=C\c3ccccc3)c2n1 | 18.6 | -0.9 | 7.6 | -6.0 | 1.0 | 0.5 | 1.4 | 0.1 | 1.8
11 | Cc1c(C(=O)NN2CCN(C)CC2)cccc1[N+](=O)[O-] | 4.4 | -13.7 | -0.1 | -8.0 | 5.4 | 0.2 | -1.0 | -11.6 | -1.4
12 | Cc1cc(C)n(C(=O)CCCCCC(=O)n2nc(C)cc2C)n1 | -0.5 | 3.2 | 34.8 | -3.4 | -6.1 | 0.2 | -0.4 | -3.2 | -1.2
13 | Cc1cc(=O)[nH]c2c3ccccc3nn12 | 4.6 | -8.6 | -4.1 | 0.5 | -0.5 | 1.0 | 0.8 | 3.6 | -1.4
14 | Cc1ccc(/C=N\Nc2cn[nH]c(=O)c2Cl)cc1 | -16.1 | -17.3 | 25.6 | -17.6 | -0.4 | -0.7 | -2.4 | -12.2 | -4.0
15 | Cc1nnc(SCC(=O)N(C)c2ccccc2)n1Cc1ccccc1 | 9.5 | -11.1 | -9.2 | -1.4 | 0.7 | 1.0 | -0.2 | -1.3 | 0.4
16 | O=C(NCc1ccccc1)C(c1cccnc1)N(Cc1ccco1)C(=O)c1ccccn1 (centres undefined) | 29.0 | -6.6 | -5.1 | -10.8 | -0.5 | 0.6 | 0.5 | -21.8 | -2.9
17 | CCCn1c(SCC(=O)NCc2ccccc2)nnc1-c1ccncc1 | -24.6 | -16.6 | 9.1 | -2.6 | -1.4 | 0.3 | -0.8 | 0.5 | 0.4
18 | CC(C)(C)c1ccccc1NC(=S)NC1CCCCC1 | 4.2 | 1.8 | -11.2 | -17.6 | -3.0 | -0.8 | -3.3 | 8.0 | -16.2
19 | CCCC[C@@H]1CNC(=S)N1CCc1cccc(F)c1 | 21.9 | -7.2 | 12.0 | . | -0.9 | -0.8 | 0.0 | -11.5 | -2.0
20 | COc1cc(/C=N/Nc2nc3ccccc3[nH]2)ccc1O | -34.0 | -7.8 | 4.0 | . | 5.7 | -0.6 | 2.5 | -13.9 | 36.0
21 | O=C(COc1ccc2ccccc2c1)Nc1ccc(Cc2ccncc2)cc1 | -10.4 | -9.9 | 1.6 | -7.2 | -10.9 | 2.3 | 5.3 | -23.4 | -6.3
22 | CC(C1CC1)N(Cc1ccccc1)C(=S)Nc1cccc(C(F)(F)F)c1 (centres undefined) | 75.2* | -9.5 | 5.3 | -10.8 | -3.7 | 0.0 | 0.3 | -11.8 | 1.4
23 | O=C(Cc1cccs1)NCCN1CCOCC1 | 0.5 | -8.1 | -5.4 | -13.1 | -3.9 | 1.0 | 0.2 | -9.8 | 1.1
24 | COc1ccc(CCNC2CC(=O)N(CCc3ccccc3)C2=O)cc1OC (centres undefined) | . | . | 1.4 | . | -2.5 | -0.1 | 1.7 | . | -0.1
25 | Cc1[nH]c2ccccc2c1Cc1n[nH]c(=S)n1C | -14.9 | -13.1 | 19.0 | . | 6.3 | 0.8 | -1.0 | -10.7 | -0.8
26 | COC(=O)c1ccccc1NC(=O)CSc1ncn[nH]1 | 9.5 | -14.4 | -14.8 | -12.5 | -1.5 | 0.8 | 1.3 | -0.5 | 5.3
27 | Cc1scc(C(=O)NNC(=O)CCC(=O)O)c1C | 2.5 | -1.5 | -6.7 | -9.9 | -0.5 | 1.0 | 0.5 | 1.6 | 0.6
28 | CCCC1C(C#N)=C(N)Oc2n[nH]c(C(C)(C)C)c21 (centres undefined) | 9.8 | -12.4 | 26.6 | -4.7 | -3.9 | 0.2 | 0.8 | 12.0 | -0.1
29 | Cc1cccc(C)c1NC(=O)C1=C(O)c2sccc2N(C)S1(=O)=O | 1.4 | -10.7 | 9.3 | -11.6 | 59.4* | 0.4 | -1.0 | 8.0 | 0.6
30 | CCOC(=O)c1ccc(N=c2sc(C(=O)OC)cc(=O)n2-c2ccc(C(=O)OCC)cc2)cc1 | 46.6 | -12.5 | -4.1 | . | 3.2 | 1.0 | 0.2 | -6.9 | -15.5
31 | COc1ccc(CN2CCC(N(CCc3ccccc3)Cc3ccccc3)CC2)c(OC)c1 | 34.9 | -7.5 | 23.0 | -12.8 | 0.6 | -0.3 | -1.4 | -9.2 | 3.9
32 | COC(=O)c1ccc(C(=O)OC)c(NC(=S)N2CCCC(C)C2)c1 (centres undefined) | 22.1 | -9.1 | -12.1 | 20.7 | 34.1 | -0.6 | -0.7 | -14.7 | 0.8
33 | COc1ccc(-c2nnc(SCC(=O)N3CCc4ccccc4C3)o2)cc1 | -6.5 | -2.5 | 8.3 | -11.5 | -2.1 | -0.1 | -0.7 | -2.8 | -1.1
34 | COc1ccc2[nH]c3c(c2c1)CCC/C3=N\N | 0.8 | -16.1 | -4.0 | -1.0 | -4.6 | 0.5 | -1.1 | -13.7 | 4.0
35 | CCCCCC(=O)NNC1=NCC(Cc2ccccc2)S1 (centres undefined) | -1.5 | -0.8 | -11.3 | -2.4 | -4.2 | 0.0 | -1.0 | -5.2 | 1.8
36 | CCOC(=O)c1sc(NC(=O)CCN2C(=O)c3ccccc3C2=O)c(C(=O)OCC)c1C | -1.0 | -26.7 | 10.5 | 5.5 | -6.6 | 1.1 | 0.8 | -23.8 | 1.2
37 | COC(=O)c1sc(C(C)(C)C)cc1CSc1ccccc1 | -5.8 | -2.1 | 1.0 | 2.5 | 1.3 | 0.8 | 0.0 | -6.6 | -2.7
38 | CC(=O)N1CCN(c2ccccc2NC(=O)COc2cc(C)ccc2C(C)C)CC1 | 21.8 | -10.0 | 11.8 | -5.2 | -0.1 | 1.0 | 1.6 | -2.4 | -6.2
39 | NNC(=O)c1csc(-c2cccc(C(F)(F)F)c2)n1 | 4.2 | -10.5 | 11.8 | -15.6 | -4.0 | -0.2 | -0.6 | -0.5 | -1.0
40 | c1ccc(-c2nc(Sc3ncnc4c3cnn4-c3ccccc3)n[nH]2)cc1 | 32.2 | -7.3 | 0.2 | -3.9 | 4.0 | 0.1 | 1.7 | -10.1 | -1.4
41 | NNC(=O)[C@H](Cc1ccccc1)NC(=O)Nc1ccc2c(c1)OCCO2 | 9.4 | -15.0 | -6.5 | -11.3 | 3.1 | -0.1 | 1.6 | -28.7 | 1.8
42 | Cn1c(=O)oc2cc(S(=O)(=O)NCCC(=O)NC3CCCC3)ccc21 | -8.8 | -9.0 | 5.4 | -8.1 | -4.0 | 0.2 | 0.0 | -5.5 | 1.6
43 | CCn1c(CNC(=O)c2cccs2)nnc1SCC(=O)NCCc1ccccc1 | -7.3 | -7.3 | 4.4 | -2.0 | 3.4 | 0.3 | -2.0 | 3.9 | -0.3
44 | Cc1nc(C)c2c(c1C(F)(F)F)-c1ccccc1C2(F)F | 84.7* | -11.8 | -3.1 | 13.8 | -7.6 | 0.2 | 0.8 | -2.4 | 0.0
45 | Cc1ccc(S(=O)(=O)N(C)C)cc1NC(=O)c1cccnc1Oc1ccccc1 | 12.1 | -5.5 | 28.6 | -0.8 | -1.1 | 0.4 | 1.7 | -9.6 | -0.9
46 | CC(C)n1c(O)c(N=Nc2ccc(Cl)nn2)c2ccccc21 | 15.1 | -42.0 | -3.0 | -12.1 | -15.6 | 0.6 | 1.8 | -23.6 | 0.2
47 | Cc1ccc(/C=C/S(=O)(=O)N2CCC(C(=O)O)CC2)cc1 | 29.4 | -14.0 | 0.3 | -12.1 | 0.6 | 1.0 | 0.8 | -12.8 | 0.4
48 | CN1CCN(CC(=O)N2c3ccccc3C(=O)Nc3cccnc32)CC1 | 8.8&3.4 | -16.9 | -10.8 | . | 4.8 | 1.0 | 0.1 | -11.2 | 3.4
49 | Cc1csc(NC(=O)C2CCCN(S(=O)(=O)c3ccc(Br)s3)C2)n1 (centres undefined) | 70.1* | -2.6 | -4.7 | -47.0 | -0.4 | 0.9 | 1.7 | -8.9 | -0.8
50 | COc1cccc(CNC(=O)c2nnn(CC(=O)Nc3ccc4c(c3)OCO4)c2N)c1 | -3.0 | 5.4 | 49.3 | 5.5 | 0.6 | 0.6 | 0.4 | -1.2 | 0.1
51 | COC(=O)c1ccc(S(=O)(=O)N2CCCC2)o1 | 48.8 | -25.2 | -15.0 | -6.0 | 1.7 | 0.7 | -1.3 | -5.4 | -0.5
52 | COc1ccc(Cl)cc1-c1n[nH]c(=S)n1C | -28.6 | -16.2 | 22.9 | -6.9 | -3.6 | 0.4 | -1.1 | -6.8 | -0.5

Entries shown so far that contain a COOH group (two):
No. | SMILES | CHOP inhibitor | EBV gp42 block | PPC-1+TRAIL kill | Mdm2 ligase inh | Runt-SMMHC FRET | TRPML3 ag | zfTRPN1 agonist | NCF1 inh | TNF necrop inh
27 | Cc1scc(C(=O)NNC(=O)CCC(=O)O)c1C | 2.5 | -1.5 | -6.7 | -9.9 | -0.5 | 1.0 | 0.5 | 1.6 | 0.6
47 | Cc1ccc(/C=C/S(=O)(=O)N2CCC(C(=O)O)CC2)cc1 | 29.4 | -14.0 | 0.3 | -12.1 | 0.6 | 1.0 | 0.8 | -12.8 | 0.4
